Bioassay records deposited in PubChem by several laboratories.
M5 antag – CHRM5 antagonism in calcium assay; AID 624040; CHO-hM5 cells, Fluo-8 calcium fluorescence, ACh EC80; P08912; inhibition, % at 3 µM; actives 0.59% (n = 360,000);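 active means inhibition above a per-plate cutoff, the mean of that plate's test compounds plus 3 SD, cut at about 27% in these data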;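 further: 0% = acetylcholine EC80 with DMSO and 100% = DMSO without agonist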
Target sequence (P08912 whole entry, looked up): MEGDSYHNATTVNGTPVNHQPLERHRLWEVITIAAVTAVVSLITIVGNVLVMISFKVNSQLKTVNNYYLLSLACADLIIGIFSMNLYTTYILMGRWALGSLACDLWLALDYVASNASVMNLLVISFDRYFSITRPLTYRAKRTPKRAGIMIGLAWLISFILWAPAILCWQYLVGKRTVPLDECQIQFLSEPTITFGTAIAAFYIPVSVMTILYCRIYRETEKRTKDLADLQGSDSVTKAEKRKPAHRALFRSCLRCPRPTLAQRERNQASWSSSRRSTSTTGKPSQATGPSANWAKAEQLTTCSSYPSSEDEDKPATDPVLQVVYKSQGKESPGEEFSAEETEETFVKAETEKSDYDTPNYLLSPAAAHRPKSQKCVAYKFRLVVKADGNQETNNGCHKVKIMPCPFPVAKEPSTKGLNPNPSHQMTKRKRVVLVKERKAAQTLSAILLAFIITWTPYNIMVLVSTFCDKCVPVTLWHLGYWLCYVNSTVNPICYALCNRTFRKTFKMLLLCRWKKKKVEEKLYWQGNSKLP
M5 ag – agonists of human muscarinic M5 receptor (CHRM5) | P08912 | CHO-K1 hM5 cells, Fluo-8 calcium fluorescence; 0% DMSO wells, 100% maximal acetylcholine response | activation, % at 3 µM | actives 0.19% (n = 360,000) | AID 624037;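 active means activation above the run's mean over test compounds plus 3 SD, cut at about 23% in these data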;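 further: signal is peak over basal fluorescence ratio across the kinetic read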
M5 PAM – potentiates acetylcholine response at human M5 receptor; P08912; CHO-K1 hM5, Fluo-8 calcium, ACh EC20 PAM; 0% = ACh EC20, 100% = ACh EC100; activation, % at 3 µM; actives 0.3% (n = 360,000); AID 624038;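 active means activation above the run cutoff, the mean activation of all test compounds plus 3 SD, cut at about 18% in these data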
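System – CHO-K1 hM5 cells · Compound – 3 µM, single dose · Incubation – compound preincubation 140 s before EC20 acetylcholine addition · Technique – Fluo-8 calcium fluorescence · Measure – Max/basal fluorescence ratio as % of EC20–EC100 ACh window · Benchmarks – low control EC20 acetylcholine (0%), high control EC100 acetylcholine (100%) · Replication – singlicate, one well per test compound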
M4 antag – blocks acetylcholine activation of human M4 receptor; P08173; AID 624125; actives 0.73% (n = 360,000); inhibition, % at 3 µM; CHO-hM4 cells, ACh EC80, Fluo-8 calcium fluorescence;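 active means inhibition above its plate's cutoff, the mean inhibition of sample wells plus 3 SD, cut at about 27% in these data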;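 further: 0% = acetylcholine EC80 with DMSO and 100% = DMSO without agonist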
Target sequence (P08173 whole entry, looked up): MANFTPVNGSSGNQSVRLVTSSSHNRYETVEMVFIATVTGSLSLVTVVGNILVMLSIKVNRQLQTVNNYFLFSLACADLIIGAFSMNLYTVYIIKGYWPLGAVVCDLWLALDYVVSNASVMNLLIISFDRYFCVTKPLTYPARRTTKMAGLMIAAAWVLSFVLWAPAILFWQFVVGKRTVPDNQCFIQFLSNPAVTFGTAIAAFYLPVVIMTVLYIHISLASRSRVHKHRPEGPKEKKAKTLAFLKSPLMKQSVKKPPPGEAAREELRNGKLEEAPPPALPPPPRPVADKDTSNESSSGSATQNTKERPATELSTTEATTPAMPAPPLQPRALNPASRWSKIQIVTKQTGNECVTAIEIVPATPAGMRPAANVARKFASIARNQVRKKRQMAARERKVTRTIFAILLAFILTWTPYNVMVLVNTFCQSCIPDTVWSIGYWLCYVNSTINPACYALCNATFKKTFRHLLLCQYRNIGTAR
CHRM4 agonist – agonists of human muscarinic M4 receptor (CHRM4); actives 0.14% (n = 360,000); activation, % at 3 µM; CHO-K1 hM4/Gqi5, Fluo-8 calcium fluorescence; vehicle 0%, full acetylcholine response 100%; AID 624127; P08173;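 active means activation above the run mean over all test wells plus 3 SD, cut at about 32% in these data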;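 further: peak over basal fluorescence ratio per well then scaled between controls; 0% = DMSO wells and 100% = acetylcholine at EC100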
CHRM1 PAM – human CHRM1 positive allosteric modulation; CHO-K1 hM1, Fluo-8 calcium fluorescence, ACh EC20; 0% = ACh EC20, 100% = maximal ACh; AID 588819; activation, % at 3 µM; P11229; actives 0.088% (n = 360,000); in the data active means activation above about 19%, passing the limit was not always enough
CRFBP-R2 agonist – CRF-BP/CRF-R2 complex agonism. HEK293 CRF-R2/CRF-BP, calcium dye fluorescence (FLIPR); percent of saturating CRF peptide response. activation, % at 13.2 µM. actives 0.46% (n = 350,000);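 active means activation of at least 50%, plus an integration ratio under a set limit after plate pattern correction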;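 further: plate controls were neutral control wells without compound for no effect and CRF at EC100 for full effect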
CHRM1 antagonist – blocks human M1 muscarinic receptor | P11229 | inhibition, % at 3 µM | CHO-K1 hM1, Fluo-8 calcium fluorescence, ACh EC80 antagonist | actives 1.3% (n = 360,000);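 active means percent inhibition above its own plate's cutoff, namely the mean of that plate's compound wells plus 3 SD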;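 further: peak over basal fluorescence ratio during 140 s after agonist addition; 0% = ACh EC80 plus DMSO and 100% = DMSO alone without agonist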
CHRM4 PAM – positive allosteric modulators of human muscarinic M4 receptor; P08173; activation, % at 3 µM; CHO-K1 hM4/Gqi5, Fluo-8 calcium fluorescence, ACh EC20; 0% = ACh EC20, 100% = maximal ACh; actives 0.4% (n = 360,000);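 active means activation above its plate's cutoff, the mean activation of sample wells plus 3 SD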; further: some results filed as inactive read as strong as hits
Numbers without * were called inactive; x = not tested or not shown. The order is random; overall some 2.8% were active at least once.

SMILES	M5 antag	M5 ag	M5 PAM	M4 antag	CHRM4 agonist	CHRM1 PAM	CRFBP-R2 agonist	CHRM1 antagonist	CHRM4 PAM
COC(=O)c1ccccc1NC(=S)N(Cc1ccc2c(c1)OCO2)Cc1cc2ccc(C)cc2[nH]c1=O	4	-3	-10	-11	7	3	6.9	-5	-6
Cc1ccccc1-c1cnc2c(c1)C(=O)N([C@H](C)CO)C[C@@H](C)[C@H](CN(C)C(=O)c1ccncc1)O2	8	1	-3	8	1	6	-1.2	-12	-4
Cc1ccccc1CN1CCNC1=O	-5	1	6	4	2	8	-1.9	-13	8
COC(=O)c1ccc(CNC(=O)COC(=O)/C=C/c2ccc(O)c(OC)c2)cc1	2	5	-12	-8	5	3	-1.1	-19	-2
O=C(O)c1cccc2c1C(=O)c1ccc(-c3ccc(F)cc3F)cc1S2(=O)=O	16	-1	-5	4	1	7	1.0	-7	10
Fc1ccc(-c2c[nH]c(=S)n2Cc2ccccc2)cc1	-4	-10	2	-12	3	2	-11	-17	10
Cc1ccccc1-c1nc(Cc2ccc(Cl)cc2)no1	0	-1	-5	-1	1	8	-0.6	-19	5
CC(=O)NC(Cc1cc(C)ccc1C)C(=O)N1CCN(C(=O)Nc2ccc(C(C)=O)cc2)CC1 (stereo unspecified)	-1	1	-3	-3	1	3	-2.0	2	-4
COc1ccccc1C1(CC(=O)N2CCCCC2)CCOC(C(C)C)C1 (stereo unspecified)	3	-2	3	-6	-3	8	1.0	-4	14
O=c1cc(CSc2ccc(Cl)cc2)nc2nc[nH]n12	-6	1	-1	-22	2	4	-1.1	-6	14
Cc1ccccc1NC(=O)c1c(C)cc(=O)oc1C	0	2	3	-7	1	12	-0.5	-17	7
COc1cccc(/C=N/NC(=O)c2ccccc2)c1OS(=O)(=O)c1ccccc1	18	-3	-15	-10	8	-8	-1.4	2	-12
Cn1nc(C(=O)OCC(=O)Nc2ccccc2OC(F)F)c2ccccc2c1=O	14	3	1	-2	0	1	0.1	4	-5
CC1Cc2nc(SCC(=O)NCc3ccco3)n(-c3ccccc3)c(=O)c2S1 (stereo unspecified)	3	-1	-5	-17	3	3	-0.1	-8	5
COCc1cc(C)nc(SCC(=O)NC2CCCCC2C)c1C#N (stereo unspecified)	1	-1	1	7	0	4	-5.4	-1	0
COc1ccccc1/C=C(/C(=O)OCC(=O)Nc1ccccc1C)c1ccccc1	-15	-2	5	-9	0	1	0.2	-2	-3
COc1cc2c(=O)n(CCC(=O)NCC3CCCO3)c(=O)n(CC(=O)Nc3ccc(C)cc3)c2cc1OC (stereo unspecified)	4	-1	0	9	1	3	-1.1	-5	-4
CC1=C(C#N)C(NC(=O)c2ccccc2Cl)(C(F)(F)F)C(=O)N1 (stereo unspecified)	-1	-5	6	0	0	6	-0.9	-8	3
COc1ccc(C2Nc3cccc4cccc(c34)N2)cc1Br	5	-1	-5	-1	1	-1	2.3	5	-5
COc1ccc(C(=O)N2CC(=O)N(CCc3ccccc3)C(=O)C2)cc1OC	-12	-2	-4	-5	1	7	-3.6	-6	10
O=C(Cc1ccccc1)NNC1CC(=O)N(c2ccc(Br)cc2)C1=O (stereo unspecified)	-2	-4	-2	-8	1	13	-1.1	-17	7
CCN1CCc2c(sc(NC(=O)C3CCCCC3)c2C(=O)OC)C1	-1	2	0	-6	1	14	-0.1	-18	2
COc1cc(CCCN2C(=S)NC[C@@H]2CC2CCCCC2)cc(OC)c1OC	-2	-1	5	-14	6	4	-2.6	-11	7
CCCC(C1=C(O)CC(C)(C)CC1=O)C1C(=O)CC(C)(C)CC1=O (stereo unspecified)	-10	-6	4	4	-1	4	0.0	-20	1
COc1ccc(O)c(CNc2ccccc2F)c1	0	-3	4	2	1	6	0.0	-4	-3
S=c1[nH]nc(-c2cccs2)n1/N=C/c1cccs1	7	0	4	4	1	8	0.2	-1	3
Cc1cccnc1NC(=O)C(c1ccccc1)c1ccccc1	-9	-2	5	-16	7	9	1.2	-15	4
O=S(=O)(Nc1ccccc1N1CCOCC1)c1ccc(Cl)cc1	6	-2	-1	-13	1	2	-0.4	-1	2
CCOC(=O)C1=C(C)N=C(SC)N(C)C1c1ccccc1 (stereo unspecified)	-3	-8	-3	-3	-3	3	0.2	-7	7
O=C(Cc1ccc(F)cc1)NC1CCSC1=O (stereo unspecified)	-5	1	10	-13	0	10	1.9	0	1
Cc1cc(-c2nn(-c3ccccc3F)cc2CN2CCC(C(N)=O)CC2)c(C)s1	-2	0	3	8	2	7	0.0	-7	-14
CCOc1ccc(C(CC(=O)O)NC(=O)C23CC4CC(CC(C4)C2)C3)cc1OC (stereo unspecified)	5	-3	0	13	0	9	5.9	-4	-6
O=C(NNC(=O)c1ccccc1Cl)c1ccccc1Cl	1	-2	1	-3	0	2	-0.1	-6	0
CCOC(=O)c1cc(C)nc(N2CCCCC2)c1C#N	4	-1	5	-2	-2	5	-3.5	-10	3
Cc1ccc2cc(CN(Cc3ccco3)C(=O)c3ccccc3)c(=O)[nH]c2c1C	-2	-2	1	-9	4	-1	-4.5	4	-2
Cc1c(C(=O)O)c(C(=O)O)c2n1CCS2	-2	6	12	-12	0	1	1.1	-7	16
C=CCn1c(SCC(=O)c2ccc(O)c(O)c2)nnc1-c1cccc(OC)c1	16	2	-5	-3	2	3	-0.9	-13	5
CCSc1nnc(NC(=O)C2CCCN(S(=O)(=O)c3cnc[nH]3)C2)s1 (stereo unspecified)	1	1	-8	-10	0	6	-0.7	-7	5
N#CCCN(Cc1cccnc1)S(=O)(=O)c1ccc(S(=O)(=O)N2CCCCCC2)cc1	3	0	4	-2	3	-5	0.4	3	4
CCOC(=O)N1CCN(C(=O)CN(Cc2ccccc2)S(C)(=O)=O)CC1	-1	1	-4	-9	0	3	7.4	-9	2

An excerpt of these results, as labelled records.
O=S(=O)(Nc1ccccc1N1CCOCC1)c1ccc(Cl)cc1
- M5 antag = 6
- M5 ag = -2
- M5 PAM = -1
- M4 antag = -13
- CHRM4 agonist = 1
- CHRM1 PAM = 2
- CRFBP-R2 agonist = -0.4
- CHRM1 antagonist = -1
- CHRM4 PAM = 2
CCOC(=O)C1=C(C)N=C(SC)N(C)C1c1ccccc1 (stereo unspecified)
- M5 antag = -3
- M5 ag = -8
- M5 PAM = -3
- M4 antag = -3
- CHRM4 agonist = -3
- CHRM1 PAM = 3
- CRFBP-R2 agonist = 0.2
- CHRM1 antagonist = -7
- CHRM4 PAM = 7

14 compounds out of the list, sorted by SMILES length, descending.
SMILES	M5 antag	M5 ag	M5 PAM	M4 antag	CHRM4 agonist	CHRM1 PAM	CRFBP-R2 agonist	CHRM1 antagonist	CHRM4 PAM
N#CCCN(Cc1cccnc1)S(=O)(=O)c1ccc(S(=O)(=O)N2CCCCCC2)cc1	3	0	4	-2	3	-5	0.4	3	4
CCOc1ccc(C(CC(=O)O)NC(=O)C23CC4CC(CC(C4)C2)C3)cc1OC (stereo unspecified)	5	-3	0	13	0	9	5.9	-4	-6
Cc1ccc2cc(CN(Cc3ccco3)C(=O)c3ccccc3)c(=O)[nH]c2c1C	-2	-2	1	-9	4	-1	-4.5	4	-2
CCSc1nnc(NC(=O)C2CCCN(S(=O)(=O)c3cnc[nH]3)C2)s1 (stereo unspecified)	1	1	-8	-10	0	6	-0.7	-7	5
COc1cc(CCCN2C(=S)NC[C@@H]2CC2CCCCC2)cc(OC)c1OC	-2	-1	5	-14	6	4	-2.6	-11	7
O=C(Cc1ccccc1)NNC1CC(=O)N(c2ccc(Br)cc2)C1=O (stereo unspecified)	-2	-4	-2	-8	1	13	-1.1	-17	7
CCN1CCc2c(sc(NC(=O)C3CCCCC3)c2C(=O)OC)C1	-1	2	0	-6	1	14	-0.1	-18	2
O=S(=O)(Nc1ccccc1N1CCOCC1)c1ccc(Cl)cc1	6	-2	-1	-13	1	2	-0.4	-1	2
CCOC(=O)C1=C(C)N=C(SC)N(C)C1c1ccccc1 (stereo unspecified)	-3	-8	-3	-3	-3	3	0.2	-7	7
Cc1cccnc1NC(=O)C(c1ccccc1)c1ccccc1	-9	-2	5	-16	7	9	1.2	-15	4
O=C(NNC(=O)c1ccccc1Cl)c1ccccc1Cl	1	-2	1	-3	0	2	-0.1	-6	0
Cc1c(C(=O)O)c(C(=O)O)c2n1CCS2	-2	6	12	-12	0	1	1.1	-7	16
O=C(Cc1ccc(F)cc1)NC1CCSC1=O (stereo unspecified)	-5	1	10	-13	0	10	1.9	0	1
COc1ccc(O)c(CNc2ccccc2F)c1	0	-3	4	2	1	6	0.0	-4	-3

Continued.
SMILES	M5 antag	M5 ag	M5 PAM	M4 antag	CHRM4 agonist	CHRM1 PAM	CRFBP-R2 agonist	CHRM1 antagonist	CHRM4 PAM
Cc1nnc(NC(=O)CCN2C(=O)C3CC=CCC3C2=O)s1 (stereo unspecified)	-2	0	4	-4	0	3	-1.2	-7	-2
CC[C@@H](C)[C@@H](C(=O)N1CCN(C(=O)OC(C)(C)C)CC1)n1cc(CCC(=O)O)nn1	13	0	-3	8	-1	-3	-1.2	6	-3
N#Cc1ccc(S(=O)(=O)Nc2ccc3ccccc3n2)cc1	8	-3	-3	-7	2	4	-2.5	-11	-6
CN(C)CCCN(C(=O)/C=C/c1cccs1)c1nc2ccc(F)cc2s1	-4	-6	6	-5	13	12	6.5	-2	-15
COC(=O)c1ccc(CO/N=C/c2ccc(OC)cc2)o1	3	-7	-1	-5	2	-2	-1.7	6	-2
O=S1(=O)[C@H]2C[C@@H]3C=C[C@@]2(CN1Cc1cccc(F)c1)O3	5	1	2	9	0	13	-2.6	-5	7
O=S(=O)(NN=C1CCCCC1)c1ccccc1	8	-3	-6	-6	0	14	-5.8	-9	5
Cc1cc(NC(=O)C(C)Sc2nc(-c3cccs3)nc3ccccc23)no1 (stereo unspecified)	4	-2	0	-6	0	10	-1.1	-14	2
Cn1c(=O)[nH]c(=O)c2c1nc(N/N=C/c1ccncc1)n2Cc1ccc(Cl)cc1	2	1	6	-5	1	13	-1.1	-14	4
O=C(c1cc2cccc([N+](=O)[O-])c2oc1=O)N1CCOCC1	-2	1	7	1	0	15	0.8	-7	-4
Cc1ccc(NC(=O)c2ccc(-c3cc(Cl)ccc3Cl)o2)c(C)c1	-3	-1	3	1	0	-2	x	-9	3
O=C1CSC(c2ccc(Cl)cc2Cl)N1c1ccccn1 (stereo unspecified)	10	-7	-4	6	-2	6	-0.5	-2	-4
COC(=O)c1ccccc1NC(=O)CCC(=O)N1CCSc2ccccc21	6	1	-5	6	2	-3	2.3	0	-2
CCCCN(Cc1cc2cc(OC)ccc2[nH]c1=O)C(=O)COc1ccccc1	2	-1	1	-2	0	2	-0.8	-12	-4
O=C(Nc1ccccc1)N1CCC(=S)Nc2ccccc21	-5	0	2	3	1	15	0.4	-16	16
COc1ccc(CN(CCc2ccccc2)Cc2ccccc2)cc1OC	-4	-2	-1	-20	-2	16	-0.9	-14	-6
CCN1CCN(C(=S)NC(=O)c2cc(OC)c(OC)c(OC)c2)CC1	7	1	-8	3	0	5	0.0	-7	11
O=C(O)/C=C/C(=O)NC1CCCCCCCCCCC1	-2	6	2	3	5	1	2.3	5	3
